# Bioassay records: PubChem, National Center for Advancing Translational Sciences (NCATS)
# TexasRed autofl – compounds fluorescent in Texas Red spectral region. Compound fluorescence, Texas Red channel, 547/618 nm; stronger effect = higher value. max dye-equivalent concentration, M. hit rate 0.06% among 59,000; in the data active means max dye-equivalent concentration above about 10 nM; inconclusive means between about 1.1 nM and that limit
#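 Fluorescence at ex 547/em 618 nm, normalized against an on-plate Texas Red standard series to give dye-equivalent concentration per compound concentration. Buffer 100 mM Tris, pH 8.0; 15 min RT incubation before CCD imaging.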
# Tau fil binding – tau filament binding; recombinant tau filaments, thioflavin S fluorescence, 15 h; filaments grown with octadecylsulfate alongside compound; Potency, µM (doses to about 57.1 µM), for the others: at the highest dose activity change, negative = inhibition; hit rate 2% among 71,000; P10636;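 further: potency means the concentration at half of the fitted maximal effect; on the % scale 0 is the no-effect control and ±100 the full control effect; actives lower thioflavin S fluorescence by blocking filaments or displacing dye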
#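 ThS-based fibril read: tau 1 uM final, inducer ODS 30 uM final, 37 C for 15 h, ex 450/em 510 nm.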
# ERK AVP block – vasopressin-driven ERK pathway inhibition; HEK293-V1b, vasopressin-stimulated pERK AlphaScreen; Potency, µM (highest dose often 57.5 µM), for the others: at the top dose activity, negative = inhibition, usual class: inhibitors; hit rate 0.99% among 72,000; AID 995; further: potency means the concentration at half of the fitted maximal effect; on the % scale 0 is the no-effect control and ±100 the full control effect; nearly all actives have a fitted effect of over 55% in size
#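 HEK293 cells stably expressing V1b receptor, seeded overnight in 1% FBS, were treated with compounds for 30 min at 37C, then stimulated 5 min with 25 nM vasopressin; phospho-ERK read by AlphaScreen SureFire after lysis.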
# Rhodamine autofl – compound autofluorescence in rhodamine spectral region; Rhodamine-region fluorescence, 547/598 nm, Tris buffer; stronger effect = higher value; max dye-equivalent concentration, M; hit rate 0.05% among 59,000; AID 594; in the data active means max dye-equivalent concentration above about 11 nM; inconclusive means between about 1.1 nM and that limit
#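 Steps: pin-transfer compounds into pH 8.0 Tris (100 mM), hold 15 min at room temperature, image with a 547/598 nm filter pair, and convert intensities to rhodamine-equivalent concentration using a six-point on-plate rhodamine series.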
# CRE Fsk mod – CRE-bla signaling modulation under forskolin stimulation; AID 662; Potency, µM (top dose mostly 38.2 µM), for the others: at the highest dose activity change, negative = inhibition, actives largely listed as activators; CHO CRE-bla reporter (cAMP response element driving beta-lactamase), forskolin EC10, beta-lactamase ratio; hit rate 2.5% among 71,000; active means well fitted activation curve with a large enough effect in the signal ratio, with a control signal flat, not every such curve was filed as active; inconclusive means small, poorly fitted or top-dose-only effect, or effect the other way, or a change in a side signal; the % refers to the signal ratio; further: potency means the concentration at half of the fitted maximal effect; % of control where 0% means no effect
#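 qHTS titration format; CRE-bla CHO reporter; stimulus EC10 NKH 477, a water-soluble forskolin. Read: CCF4 460/530 nm ratio. Potency expressed as AC50 for activators or inhibitors.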
# FLuc inh – firefly luciferase inhibition; P08659; purified firefly luciferase, luminescence, 8 min; Potency, µM (highest dose often 57.1 µM), for inactives: at the highest dose activity change, negative = inhibition, actives largely listed as inhibitors; hit rate 2.2% among 72,000; further: potency means the concentration at half of the fitted maximal effect; on the % scale 0 is the no-effect control and ±100 the full control effect; nearly all actives have a fitted effect of over 40% in size
#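 qHTS concentration-response profiling: light output of P. pyralis luciferase with luciferin and 10 uM ATP, imidazole buffer pH 7.2. Read by luminescence after 8-min room-temperature incubation.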
# Pol III holo inh – inhibitors of bacterial DNA polymerase III holoenzyme | hit rate 0.25% among 71,000 | Potency, µM (top dose mostly 57.1 µM), for the others: top-dose activity change, negative = inhibition | reconstituted DNA polymerase III holoenzyme replication, biochemical; further: potency means the concentration at half of the fitted maximal effect; on the % scale 0 is the no-effect control and ±100 the full control effect
#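 Reconstituted *E. coli* holoenzyme (0.35 nM Pol III, 1 nM beta, 154 nM SSB, 2 nM primase) was preincubated with compound for 15 min at RT. Synthesis on 1.4 nM ssM13Gori ran 35 min, then was stopped with PicoGreen/EDTA and read as dsDNA fluorescence.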
# 15-hLO inh – blocks human 15-lipoxygenase activity; P16050; AID 887; purified 15hLO-1, xylenol orange hydroperoxide absorbance; hit rate 1.4% among 74,000; Potency, µM (doses to about 57.1 µM), without a hit: top-dose activity change, negative = inhibition, usual class: inhibitors; further: potency means the concentration at half of the fitted maximal effect; on the % scale 0 is the no-effect control and ±100 the full control effect; nearly all actives have a fitted effect of over 55% in size
# Target sequence (P16050 whole entry, looked up): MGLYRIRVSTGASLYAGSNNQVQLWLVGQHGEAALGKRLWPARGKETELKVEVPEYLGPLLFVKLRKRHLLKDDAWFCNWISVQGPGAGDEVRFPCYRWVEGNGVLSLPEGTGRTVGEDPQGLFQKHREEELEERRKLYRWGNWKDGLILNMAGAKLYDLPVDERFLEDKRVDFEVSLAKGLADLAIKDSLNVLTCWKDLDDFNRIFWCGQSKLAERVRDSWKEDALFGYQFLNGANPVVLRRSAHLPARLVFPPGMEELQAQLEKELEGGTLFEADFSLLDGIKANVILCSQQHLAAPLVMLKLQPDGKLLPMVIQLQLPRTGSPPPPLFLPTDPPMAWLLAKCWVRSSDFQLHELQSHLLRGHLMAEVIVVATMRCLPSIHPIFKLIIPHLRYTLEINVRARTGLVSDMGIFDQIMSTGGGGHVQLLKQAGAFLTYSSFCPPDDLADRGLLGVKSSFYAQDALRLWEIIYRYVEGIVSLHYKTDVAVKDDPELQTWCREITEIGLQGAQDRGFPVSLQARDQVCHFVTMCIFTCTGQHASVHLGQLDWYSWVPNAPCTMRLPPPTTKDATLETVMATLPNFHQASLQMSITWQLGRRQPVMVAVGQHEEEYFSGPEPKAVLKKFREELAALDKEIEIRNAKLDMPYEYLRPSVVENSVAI
#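 Compounds were preincubated 15 min at room temperature with 40 nM purified human enzyme (25 mM Hepes pH 7.5, 0.01% Triton X-100); 50 uM arachidonic acid reacted 6 min. Fe-xylenol orange detection, 30 min, absorbance ratio 573/405 nm.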
# HADH2 inhib – HADH2 (human) dehydrogenase inhibition; hit rate 3.4% among 73,000; recombinant HADH2, NADH fluorescence, beta-hydroxybutyryl-CoA; Potency, µM (titrated, usually from 57.1 µM), inactives show at the top dose activity change, negative = inhibition, actives largely listed as inhibitors; further: potency means the concentration at half of the fitted maximal effect; on the % scale 0 is the no-effect control and ±100 the full control effect; nearly all actives have a fitted effect of over 60% in size; many of its hits are not listed in these tables
# Target sequence (Q99714 whole entry, looked up, one chain of several): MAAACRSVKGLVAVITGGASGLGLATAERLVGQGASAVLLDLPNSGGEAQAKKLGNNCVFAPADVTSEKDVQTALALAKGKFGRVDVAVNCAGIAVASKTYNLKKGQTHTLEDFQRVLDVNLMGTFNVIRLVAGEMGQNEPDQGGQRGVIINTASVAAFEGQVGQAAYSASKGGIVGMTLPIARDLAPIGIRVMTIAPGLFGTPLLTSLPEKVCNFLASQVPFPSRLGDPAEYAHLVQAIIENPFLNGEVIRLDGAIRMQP
#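 Buffer 100 mM Tris-HCl pH 9.0/0.01% Tween-20; HADH2 20 nM; NAD+ 1 mM; beta-hydroxybutyryl-CoA 90 uM (all final). 15 min cpd preincubation, RT.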
# HBB splicing – modulators of hemoglobin beta chain splicing; HBB splicing reporter cell assay, activation; EGFP reporter with mutant IVS2-654 intron; response scale: normalised to 500 nM splice-correcting PNA; Potency, µM (doses to about 46.1 µM), without a hit: at the top dose activation, most hits filed as activators; hit rate 0.06% among 65,000; AID 925; further: potency means the concentration at half of the fitted maximal effect; 0% is about no effect
#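 Compounds were applied for 2 days to HeLa EGFP-654 cells, 500/well in Optimem with 2% FCS. The reporter's EGFP is disrupted by mis-splicing of beta-globin intron IVS2-654. Readout: summed well GFP fluorescence from 488 nm laser scanning; reference was 500 nM antisense […] 654 PNA.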
# Hsp90 Hop PPI – changes Hsp90-Hop TPR2A binding signal, up or down | AlphaScreen TPR2A-His6 binding biotin-Hsp90 C-terminal peptide | Potency, µM (highest dose often 57 µM), for the others: top-dose activity change, negative = inhibition | hit rate 0.44% among 71,000 | AID 595; active means well fitted curve in either direction with a large enough effect; inconclusive means small, poorly fitted or top-dose-only effect, or another doubt; further: potency means the concentration at half of the fitted maximal effect; on the % scale 0 is the no-effect control and ±100 the full control effect; many of its hits are not listed in these tables
# Starred values were filed as active, the others as inactive; i = inactive; u = inconclusive; x = not tested or not shown; [ ] = remark or other dose. Unless noted, the call rests on the fitted dose curve; in most records, active means well fitted curve in the direction sought with a large enough effect; inconclusive means small, poorly fitted or top-dose-only effect, or another doubt; inactive means no such curve, though single readings can be large; an effect the other way counts as inactive or inconclusive.
SMILES,TexasRed autofl,Tau fil binding,ERK AVP block,Rhodamine autofl,CRE Fsk mod,FLuc inh,Pol III holo inh,15-hLO inh,HADH2 inhib,HBB splicing,Hsp90 Hop PPI
CCCC1(C(=O)OC)NC(c2cccc(F)c2)C2C(=O)N(CC)C(=O)C21 (stereo not given),i,1%,-3%,i,7%,3%,-6%,3%,-5%,x,0%
O=C(CSc1nnc(CNc2ccc(F)cc2)o1)N1CCN(C(=O)c2ccco2)CC1,u,-2%,5%,i,-3%,0%,-2%,15%,-13%,0.3%[57.5 µM],-4%
CC(Oc1ccc2c(-c3ccccc3)cc(=O)oc2c1)C(=O)O (stereo not given),i,0%,8%,i,-6%,-2%,-6%,1%,-1%,0.0%[57.5 µM],-5%
COC(=O)c1sccc1NC(=O)c1ccc(Cl)s1,i,0%,10%,i,-3%,0%,-1%,-3%,-4%,-0.1%,-3%
O=C(CSc1n[nH]c(=O)n1C1CC1)Nc1cc(Cl)ccc1Oc1ccccc1,i,13%,u,i,u,-2%,4%,-8%,4%,0.0%[57.5 µM],0%
O=C(CC1Nc2ccccc2NC1=O)NCCCN1CCCCCC1 (stereo not given),i,-18%,3%,i,-9%,0%,2%,-28%,5%,0.3%,0%
O=C(NCc1cccs1)C(NS(=O)(=O)c1cccc2nsnc12)c1ccccc1 (stereo not given),i,7%,8%,i,u,0%,0%,3%,-1%,1.0%,-4%
COc1ccc(OC)c(NC(=O)CCNS(=O)(=O)c2cccs2)c1,i,4%,-10%,i,-5%,2%,-1%,-2%,-4%,-0.9%,-1%
Clc1ccc2c(c1)C1OCCC1C(c1ccco1)N2 (stereo not given),i,25µM*,-22%,i,-8%,16µM*,4%,-29%,u,x,u
CCc1c(C)nc2c(C#N)c[nH]n2c1=O,i,13%,28%,i,2%,0%,4%,10%,13%,-1.1%,-3%
Cc1cccc(C)c1OCCCCc1c(C)n[nH]c1C,u,-26%,-21%,i,6%,1%,-4%,8%,u,-0.8%,-2%
Cc1ccc(-c2nn3c(C)nnc3s2)cc1NC(=O)c1cccs1,i,-4%,-24%,i,11%,-3%,-4%,15%,-23%,-0.1%,-5%
Cn1cc(C2NC(=O)c3c(sc4c3CCCC4)N2)c2ccccc21 (stereo not given),x,3.2µM*,-1%,x,3%,-15%,1%,-15%,u,-0.1%,-9%
CC1=C(C(=O)Nc2ccccc2)C(c2ccco2)C(C#N)=C(SCC(=O)Nc2cccc(C)c2C)N1 (stereo not given),u,19%,-8%,i,-7%,-2%,1%,-17%,u,-0.2%[57.5 µM],0%
C/C=C\C1=C(CO)[C@H](O)[C@H]2O[C@H]2[C@H]1O,x,x,28%[11.5 µM],x,x,0%[11.4 µM],x,-8%[11.4 µM],-15%[11.4 µM],2.5%[9.22 µM],x
Cc1ccc(N(C(=O)CNC(=O)c2ccco2)C(C(=O)NC2CCCC2)c2cccnc2)cc1C (stereo not given),u,4%,-12%,i,-1%,1%,-2%,5%,-2%,-5.1%,-3%
CCC(C)n1c(=O)c(C(=O)Nc2ccccc2S(N)(=O)=O)c(O)c2ccccc21 (stereo not given),i,441%,u,i,-1%,-8%,-5%,-5%,-7%,2.8%[0.369 µM],-6%
Cc1ccc2[nH]c(=O)c(N3CCOCC3)c(-c3ccccc3)c2c1,i,89%,-3%,i,4%,3%,4%,1%,-14%,0.5%,-2%
CCCCc1cc2c(c(NC(=O)CC)n1)c(=O)oc1ccccc12,i,14%,12%,i,25%,1%,6%,-12%,16%,5.5%,u
COC(=O)C1=CN(CC2CCCO2)C=C(C(=O)OC)C1c1cc(OC)c(OC)c(OC)c1 (stereo not given),i,9%,8%,i,10µM*,2%,0%,5%,25µM*,0.4%,3%
Cc1cccc(CC2CC(=O)N(c3ccccc3)C2=O)c1 (stereo not given),u,4%,-9%,i,-3%,-7%,-7%,14%,6%,0.2%,2%
CC(=O)N1CCC2(CCN(Cc3cc(C(F)(F)F)cc(C(F)(F)F)c3)CC2)CC1,i,2%,3%,i,-5%,0%[11.4 µM],-3%,-5%,-1%,3.1%,-1%
CN(C)S(=O)(=O)N1CCC(c2ccc(F)cc2)C(COc2ccc3c(c2)OCO3)C1 (stereo not given),i,14%,11%,i,u,0%,-5%,-10%,0%,-2.2%,-2%
COC(=O)c1ccc(CSc2nc3c(cnn3-c3ccc(Cl)cc3)c(=O)[nH]2)o1,i,464%,-1%,i,u,2%,1%,-8%,-28%,-2.7%,-1%
COC(=O)NCC(C)OC(=O)Nc1cccc(Cl)c1 (stereo not given),u,0%,-13%,i,1%,-1%,8%,0%,10%,x,-1%

# Overlap with the part before: 2 entries, followed by the next part.
SMILES,TexasRed autofl,Tau fil binding,ERK AVP block,Rhodamine autofl,CRE Fsk mod,FLuc inh,Pol III holo inh,15-hLO inh,HADH2 inhib,HBB splicing,Hsp90 Hop PPI
COC(=O)c1ccc(CSc2nc3c(cnn3-c3ccc(Cl)cc3)c(=O)[nH]2)o1,i,464%,-1%,i,u,2%,1%,-8%,-28%,-2.7%,-1%
COC(=O)NCC(C)OC(=O)Nc1cccc(Cl)c1 (stereo not given),u,0%,-13%,i,1%,-1%,8%,0%,10%,x,-1%
COc1ccc(Cn2c3nc4ccccc4nc3c3c(=O)n(Cc4ccco4)c(C)nc32)cc1,i,u,-12%,i,u,1%,u,-28%,u,-0.7%[57.5 µM],-5%
CC1CN(C(=O)c2cc3cc(Cl)cc(Cl)c3oc2=O)CC(C)O1 (stereo not given),i,-3%,-6%,i,-2%,1%,1%,-2%,22%,-1.8%,0%
CCOC(=O)C1=C(N)Oc2ccc(Br)cc2[C@@H]1[C@@H](C#N)C(=O)OCC,x,-14%,49%[activator],x,2%,0%,-6%,-14%[25.6 µM],12%,x,5%
COc1ccc(N2C(=O)CCC2=O)cc1,x,9%[11.4 µM],-7%,x,7%[7.6 µM],-1%,3%[11.4 µM],-10%[11.4 µM],-7%[11.4 µM],-2.8%[0.0738 µM],-9%[11 µM]
O=C(CSc1nc2ccccc2c(=O)[nH]1)N1CCCCC1,x,-3%,3%,x,u,-1%,-2%,-1%,u,0.0%,-3%[2.3 µM]
Cc1ccc(S(=O)(=O)N2CCOCC2)cc1C(=O)N1C(=O)c2cccc(N)c2C1=O,i,i,-29%,i,-5%,0%,-1%,-5%,-2%,0.5%[57.5 µM],0%
O=C1C=C[C@@H](O)[C@H]2[C@@H]3C(=O)N(C4CCCCC4)C(=O)[C@@H]3CC[C@H]12,x,x,-6%[11.5 µM],x,x,-1%[11.4 µM],x,6%[11.4 µM],1%[11.4 µM],2.0%[9.22 µM],x
Cc1cc(C(=O)OCC(=O)N2C(C)CCCC2C)c(C)o1 (stereo not given),i,-11%,-8%,i,-5%,0%,-4%,14%,-5%,-0.1%[57.5 µM],-2%
COc1ccc2[nH]c(=O)c(CN(C(=O)C3CCCO3)c3cccc(C)c3)cc2c1 (stereo not given),u,-3%,-12%,i,8%,1%,-1%,-2%,-19%,4.1%[0.369 µM],-5%
CN1C(=O)c2ccccc2N(C)C1c1cccs1 (stereo not given),i,-2%,14%,i,0%,-30%,1%,-5%,u,-1.0%,2%
O=C(c1ccco1)c1cn[nH]c1-c1ccc(Cl)cc1O,i,-10%,-17%,i,u,2%,-11%,-3%,-2%,1.0%[57.5 µM],-6%
CCCCOc1ccc(/C(O)=C2/C(=O)C(=O)N(CCCOC)C2c2ccncc2)cc1 (stereo not given),u,-2%,6%,i,-3%,-4%,-4%,8%,-15%,0.1%[0.369 µM],2%
CCOC(=O)c1ccc(N2C(=O)c3n[nH]c(C)c3C2c2ccc(OC)cc2)cc1 (stereo not given),u,72%,-14%,i,u,1%,-2%,u,-11%,1.0%[57.5 µM],-8%
CC(C)(C)NC(=O)C(c1ccco1)N(Cc1ccc(F)cc1)C(=O)c1snc(C(N)=O)c1N (stereo not given),u,-24%,-17%,i,-7%,3%,-2%,-12%,-13%,-3.0%,-5%
CC1=CC(=C2C(=O)c3ccccc3C2=O)C=C(C)N1Cc1ccco1,i,32µM*,15%,i,-7%,13µM*,-5%,-18%,-28%,0.0%,-8%

# An excerpt (hit frequency here may not be typical).
